# D2 antag: D2 dopamine receptor (human) antagonism | P14416 | HEK293 TREx D2 cells, calcium flux, dopamine EC80 | inhibition, % at 10 µM | 340,000 tested, 2% active | AID 485344; in the data active = inhibition above about 30%; also: 0% is about no effect
# Target sequence (P14416 whole entry, looked up): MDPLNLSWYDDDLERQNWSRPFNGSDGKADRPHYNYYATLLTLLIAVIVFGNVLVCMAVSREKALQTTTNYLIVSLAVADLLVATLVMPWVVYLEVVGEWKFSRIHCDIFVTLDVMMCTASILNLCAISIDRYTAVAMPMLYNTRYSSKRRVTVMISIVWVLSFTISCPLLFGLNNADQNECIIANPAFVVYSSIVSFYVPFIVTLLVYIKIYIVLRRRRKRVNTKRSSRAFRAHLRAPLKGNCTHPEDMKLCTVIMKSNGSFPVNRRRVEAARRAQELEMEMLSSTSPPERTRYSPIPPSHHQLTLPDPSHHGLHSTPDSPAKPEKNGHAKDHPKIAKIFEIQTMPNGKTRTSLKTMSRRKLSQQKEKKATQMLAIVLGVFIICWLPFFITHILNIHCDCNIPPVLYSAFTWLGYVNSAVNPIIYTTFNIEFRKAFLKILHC
#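 Compounds are added to dye-loaded, induced HEK293 T-REx cells coupled to calcium release via D2; after a 3 min kinetic read an EC80 dopamine stimulus is given and fluorescence is recorded for 3 more min.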
# D2 ag: activates the human D2 dopamine receptor; P14416; HEK293 T-REx D2 cells, calcium flux agonist mode; activation, % at 2 µM; 340,000 tested, 0.53% active; AID 485358;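 active = activation over 3 SD above normal in the single-dose calcium agonist read, cut at about 30% in these data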; also: 0% is about no effect
#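 Tetracycline-induced HEK293 Trex cells with D2 receptor force-coupled to calcium signaling, plated overnight at 30 C and loaded with no-wash calcium dye. Calcium flux read kinetically for 180 s after compound addition; responses flag agonists.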
# TRHR PAM: allosterically enhances the human TRH receptor; P34981; TRHR cells, fluo-8 calcium fluorescence, EC20 TRH enhancement; enhancement, % at 2 µM; 360,000 tested, 0.66% active; in the data active = enhancement above about 30%; also: 0% is about no effect
#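 TRHR-expressing cells loaded with fluo-8 calcium dye were read kinetically (ex 480/em 530) during compound addition, then stimulated with an EC20 of TRH (10 nM final). Enhancement of the Gq-mediated intracellular calcium response was scored.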
# RXFP1 antagonist: RXFP1 (human) relaxin receptor antagonism. AID 1259400. 350,000 tested, 0.59% active. Q9HBX9. activity change, negative = inhibition, % at 57.5 µM. HEK293-RXFP1, relaxin-stimulated cAMP HTRF, 30 min; hits give low values;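 active = activity change of -60% or lower, but not beyond a set lower limit; inconclusive = change between -60% and -40%, or beyond the set limit; inactive = change above -40%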; also: % is scaled to controls: 0 for no effect and ±100 for the full control effect
# D1 agonist: agonists of human D1 dopamine receptor; AID 504660; activation, % at 2 µM; 360,000 tested, 1% active; HEK293 T-REx D1 cells, calcium flux, agonist mode; also: 0% is about no effect
# Target sequence (P21728 whole entry, looked up): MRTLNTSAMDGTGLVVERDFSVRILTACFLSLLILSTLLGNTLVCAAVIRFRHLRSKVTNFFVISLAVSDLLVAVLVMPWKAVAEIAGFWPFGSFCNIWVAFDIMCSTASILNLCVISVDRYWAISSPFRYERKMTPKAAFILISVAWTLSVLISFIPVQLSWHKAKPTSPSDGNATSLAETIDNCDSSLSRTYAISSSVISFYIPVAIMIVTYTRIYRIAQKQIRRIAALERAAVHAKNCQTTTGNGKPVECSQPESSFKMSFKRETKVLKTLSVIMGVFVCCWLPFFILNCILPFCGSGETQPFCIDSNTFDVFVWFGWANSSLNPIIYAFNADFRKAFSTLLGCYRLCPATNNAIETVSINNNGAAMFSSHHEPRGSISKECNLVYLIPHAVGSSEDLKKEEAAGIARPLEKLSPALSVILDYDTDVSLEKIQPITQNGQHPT
#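 Tetracycline-induced HEK293 TREx D1 cells, force-coupled to calcium signalling, were dye-loaded with a no-wash calcium kit. Compound was pin-added after a 10 s baseline. Fluorescence was read kinetically at 1 cycle/s for 180 s, with calcium rises flagged as agonism.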
# D1 antag: blocks dopamine activation of the human D1 receptor. P21728. HEK293 TREx D1 cells, calcium flux, dopamine EC80; hits give low values. activity change, negative = inhibition, % at 10 µM. 360,000 tested, 3.2% active; in the data active = activity change below about -30%; also: % is scaled to controls: 0 for no effect and ±100 for the full control effect
#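 Tetracycline-induced HEK293 T-REx cells with force-coupled D1 receptor were loaded with a no-wash calcium dye. Compound was added after a 10 s baseline and read kinetically for 180 s; EC80 dopamine was then added and calcium flux followed another 180 s.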
# D2 PAM: positive allosteric modulators of human D2 dopamine receptor. HEK293 T-REx D2, calcium flux, EC20 dopamine potentiation. potentiation, % at 10 µM. 340,000 tested, 0.34% active. AID 485347;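 active = potentiation over 3 SD above the plate norm, cut at about 30% in these data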; also: 0% is about no effect
#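 Tetracycline-induced Hek293 Trex D2 cells, force-coupled to calcium, loaded with no-wash calcium dye. Compound added with 180 s kinetic read for agonism, then EC20 dopamine and a further 180 s read for potentiation.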
# TRHR ag: activates the human TRH receptor | P34981 | activation, % at 2 µM | 360,000 tested, 0.18% active | TRHR cells, calcium flux fluo-8, FDSS agonist mode; also: 0% is about no effect
#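 Steps: seed TRHR cells overnight; add fluo-8 no-wash Ca dye, RT 30 min–1.5 h; record 10 s baseline; pin-transfer compounds; monitor fluorescence 1 cycle/s for the agonist window. Calcium increases flag candidate agonists.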
# D1 PAM: enhances dopamine response at the human D1 receptor; potentiation, % at 10 µM; 360,000 tested, 0.036% active; P21728; HEK293 TREx D1 cells, calcium flux, dopamine EC20 potentiation; in the data active = potentiation above about 30%; also: 0% is about no effect
# * marks the source's active call; other numbers are inactive results; u = inconclusive; x = not tested or not shown. Rule as the data show it, unless noted: active = activation above about 30%; inactive = the rest.
# Each structure is followed by: D2 antag, D2 ag, TRHR PAM, RXFP1 antagonist, D1 agonist, D1 antag, D2 PAM, TRHR ag, D1 PAM
Brc1csc(CN2CCc3nc(Nc4ccccc4)ncc3C2)c1
→ x, 1.0, 0, u, 0, 21, 0, 0.9, -1
Cc1ccc(C2=NN(CC(=O)NCc3ccco3)C(=O)CC2)cc1
→ -4, 0.3, 3, -12, 0, -12, 0, -0.1, -1
C=CCNC(=S)Nc1cc(S(=O)(=O)N2CCOCC2)ccc1-n1cncn1
→ 5, 1.0, 2, 3, 2, -22, 5, 2.1, 0
O=C(CCc1ccccc1)NNC(=O)Nc1ccc(Cl)cc1
→ 14, 0.0, -5, -3, 1, -2, -8, -0.3, -2
CSCCC(NC(=O)COc1ccccc1)C(=O)N(C)Cc1ccc(Cl)cc1Cl (stereo not drawn)
→ x, x, -6, -3, 15, 10, x, 0.0, -7
NC(=NCCc1ccccc1)NS(=O)(=O)c1ccc2ccccc2c1
→ -12, -0.5, -1, 2, -1, 0, 13, -0.2, -7
Cc1ccc(S(=O)(=O)N/N=C\C=C\c2ccccc2)cc1
→ 5, -0.3, 1, -14, 2, -5, -3, -0.2, -8
C=CCSc1nnc(NC(=O)CSc2nc3ccccc3o2)s1
→ 11, 0.0, 1, -10, 4, -4, 10, -0.5, -1
CSCCCN1CCC(n2nccc2NC(=O)CCCc2ccccc2)CC1
→ 11, 0.2, -2, -9, 3, 11, -11, 0.8, 0
CCCNC(=O)CN1CCN(S(=O)(=O)c2ccc(Br)s2)CC1
→ 2, 0.6, 1, 8, 1, 13, -6, -0.4, -2
O=C(CSc1nccn1-c1ccccc1)NCc1ccc(F)cc1
→ 5, -0.6, 1, -12, -1, 2, -32, -0.6, -15
COc1ccc(S(=O)(=O)N2CCC(C(=O)Nc3ccccc3N3CCCCC3)CC2)cc1OC
→ 7, -0.3, 3, -15, 7, -1, -5, -0.4, 5
O=[N+]([O-])c1ccc2ncnc(Nc3ccc4c(c3)OCCO4)c2c1
→ 14, 1.6, 6, -11, 3, 0, 5, -1.1, -1
Cc1cccc(C(=O)Nc2cc(C)ccc2NC(=O)COc2ccccc2)c1
→ 2, 0.4, -13, -30, 4, 4, -8, 0.5, -5
O=C(COc1ccccc1)Nc1ccc(Cl)cn1
→ 16, -1.6, -2, -3, 1, 1, -5, -0.9, -3
COc1ccc2[nH]c(N=Nc3ccccc3C)c(O)c2c1
→ 2, 0.8, -10, -10, -1, -8, -2, 0.2, 3
CCOC(=O)c1cnc2c(C#N)c(C)nn2c1-c1ccccc1
→ -21, -0.5, 0, -4, 2, -28, 5, 0.5, x
O=C(COC(=O)/C=C/c1ccco1)Nc1ncc(C(F)(F)F)cc1Cl
→ 9, -0.1, 3, -6, 0, 9, -3, 0.2, 2
COc1ccccc1OCC(=O)Nc1ccc(O)cc1C(=O)O
→ 22, -0.3, -6, -4, 1, -13, -5, -0.1, -3
CCOC(=O)C(C)(C)N(Cc1ccc(Cl)cc1)S(=O)(=O)c1ccc(Cl)c([N+](=O)[O-])c1
→ 5, 0.6, -6, x, 9, -10, 3, 0.1, -13

# The list goes on (four carried over from the part before).
# Each structure is followed by: D2 antag, D2 ag, TRHR PAM, RXFP1 antagonist, D1 agonist, D1 antag, D2 PAM, TRHR ag, D1 PAM
CCOC(=O)c1cnc2c(C#N)c(C)nn2c1-c1ccccc1
→ -21, -0.5, 0, -4, 2, -28, 5, 0.5, x
O=C(COC(=O)/C=C/c1ccco1)Nc1ncc(C(F)(F)F)cc1Cl
→ 9, -0.1, 3, -6, 0, 9, -3, 0.2, 2
COc1ccccc1OCC(=O)Nc1ccc(O)cc1C(=O)O
→ 22, -0.3, -6, -4, 1, -13, -5, -0.1, -3
CCOC(=O)C(C)(C)N(Cc1ccc(Cl)cc1)S(=O)(=O)c1ccc(Cl)c([N+](=O)[O-])c1
→ 5, 0.6, -6, x, 9, -10, 3, 0.1, -13
CC(C)(Oc1ccc(Cl)cc1)C(=O)OCC(=O)NCCc1ccc(S(N)(=O)=O)cc1
→ x, x, 6, -15, 2, 6, -7, 0.2, -5
CC1CCN(S(=O)(=O)c2cccc(C(=O)NC3CCCC3)c2)CC1
→ 5, 0.2, 26, -11, 5, -14, -2, -0.1, -4
COc1ccc(COC(=O)C2CCN(S(=O)(=O)c3ccc(OC)c(OC)c3)CC2)cc1
→ -10, 0.1, 2, 4, 10, -11, 7, 1.1, -3
O=C(NNC(=O)c1cccc2ccccc12)c1ccc2c(c1)OCO2
→ -17, -0.2, -2, -9, -1, 5, 11, -0.6, -2
COc1ccc(-c2csc(NC(=O)CSCC(=O)Nc3cc(C)on3)n2)cc1OC
→ -9, 24, 2, -16, 2, -5, -14, 0.3, -7
Cc1cc(C)nc(NS(=O)(=O)c2ccc(NC(=O)c3ccccc3C)cc2)n1
→ -8, -0.6, 3, 10, 2, 0, 2, 0.3, -8
O=C(CN1CCN(S(=O)(=O)c2ccccc2)CC1)Nc1ccc(N2CCOCC2)cc1
→ -9, -0.4, 5, -2, 25, 0, 1, 0.3, -4
CCCCNC(=S)NC(C)(C)CO
→ 1, -0.3, -2, 1, 1, 2, 0, -0.1, -2
COc1ccc(-c2nc(C)sc2CC(=O)O)cc1OC
→ 14, -0.2, -1, 15, 2, -18, 0, 0.4, -3
CC1=C(C#N)C(c2cccnc2)C2=C(CC(C)(C)CC2=O)N1 (stereo not drawn)
→ -14, 0.4, 4, -6, 8, -16, 1, 1.0, -1

# In another format: entries from further up.
molecule | D2 antag | D2 ag | TRHR PAM | RXFP1 antagonist | D1 agonist | D1 antag | D2 PAM | TRHR ag | D1 PAM
COc1ccc(-c2csc(NC(=O)CSCC(=O)Nc3cc(C)on3)n2)cc1OC | -9 | 24 | 2 | -16 | 2 | -5 | -14 | 0.3 | -7
O=C(NNC(=O)c1cccc2ccccc12)c1ccc2c(c1)OCO2 | -17 | -0.2 | -2 | -9 | -1 | 5 | 11 | -0.6 | -2
CC(C)(Oc1ccc(Cl)cc1)C(=O)OCC(=O)NCCc1ccc(S(N)(=O)=O)cc1 | x | x | 6 | -15 | 2 | 6 | -7 | 0.2 | -5
Cc1cc(C)nc(NS(=O)(=O)c2ccc(NC(=O)c3ccccc3C)cc2)n1 | -8 | -0.6 | 3 | 10 | 2 | 0 | 2 | 0.3 | -8
COc1ccc(COC(=O)C2CCN(S(=O)(=O)c3ccc(OC)c(OC)c3)CC2)cc1 | -10 | 0.1 | 2 | 4 | 10 | -11 | 7 | 1.1 | -3
CCCCNC(=S)NC(C)(C)CO | 1 | -0.3 | -2 | 1 | 1 | 2 | 0 | -0.1 | -2

# Carrying on.
# Each structure is followed by: D2 antag, D2 ag, TRHR PAM, RXFP1 antagonist, D1 agonist, D1 antag, D2 PAM, TRHR ag, D1 PAM
O=C(Cn1nc(C(=O)O)c2ccccc2c1=O)NCCC1=CCCCC1
→ 14, -0.5, 8, -1, 2, -8, -14, -2.2, 0
CC(C)(C)C1CCC(=NNC(=S)Nc2cccnc2)CC1 (stereo not drawn)
→ 14, -0.2, -4, 2, -4, -11, -1, -0.3, -3
CC(C)(C)C(=O)/C=C/Nc1ccccc1O
→ 7, -0.5, 0, -26, 1, x, 0, 1.1, -1
COc1ccc(C(=O)NC2CCN(C(=S)Nc3cccc(C)c3C)CC2)cc1
→ -1, 0.1, 4, x, 0, 7, 15, -0.2, 0
COC(=O)c1ccc(NC(=O)CC2C(=O)N(c3ccccc3)C(=O)N2Cc2ccco2)cc1 (stereo not drawn)
→ x, 0.9, 18, -4, 1, 5, -5, 0.1, -8
O=C(N/N=C/c1ccco1)c1cc(=O)[nH]c2ccccc12
→ -10, 0.1, -2, -8, -1, -6, -2, 0.5, 2
COC(=O)C1=C(N)Oc2c(oc(CO)cc2=O)C1c1ccc(F)cc1 (stereo not drawn)
→ 11, 0.2, 1, -13, 3, -3, 22, 0.8, 1
O=C(NCc1nnc(C(=O)Nc2ccc(C(F)(F)F)cc2Cl)o1)c1ccccc1
→ x, x, 0, x, -1, -10, x, -2.3, -8
O=C(O)CSc1ncnc2sc3c(c12)CCC3
→ -8, -1.0, -3, 7, 4, 10, -7, 0.0, -4
Cc1ccc(S(=O)CCNC(=O)Cc2ccc(Cl)cc2)cc1 (stereo not drawn)
→ -1, -0.9, 0, 8, 1, 7, 14, 1.2, 2
COC(=O)c1cc(=O)n(-c2ccc(C(F)(F)F)cc2)[nH]1
→ -2, -0.3, -6, -24, 3, 0, -4, -0.5, -2
Cc1ccccc1SCC(=O)OCC(=O)Nc1ccc(N(C)C)cc1
→ 11, 0.8, 6, -3, 1, -2, 0, -0.3, -1
CNc1ccc(NC(C)=O)cc1[N+](=O)[O-]
→ 11, 0.1, -3, -3, 1, -1, -4, -0.1, -10
COC(CNC(=O)c1ccc(N2CCC3(CC2)OCCO3)c([N+](=O)[O-])c1)OC
→ x, x, 3, -4, 2, 7, x, 0.2, 0
CCc1nnc(SCC(=O)N(C)c2ccccc2)c2cc3sccc3n12
→ x, 1.4, -2, 11, 1, 0, x, -0.6, -4
CC(C)NS(=O)(=O)c1ccc(NC(=O)C(C)OC(=O)CCC(=O)c2cccs2)cc1 (stereo not drawn)
→ 16, -0.2, 6, -8, 8, -2, 6, -0.5, 1
CCn1c(SCC(=O)c2ccc3c(c2)OCCO3)nnc1C(C)C
→ -5, -0.2, -1, -7, 4, -3, 10, 0.1, 4

# High-throughput results deposited in PubChem BioAssay by National Center for Advancing Translational Sciences (NCATS).

# Rows are unselected. Share with any hit: about 7.1%.
